# Bioassay records deposited in PubChem by several laboratories.
# TLR4-MyD88 BLA: inhibitors of TLR4-MyD88 association in cells, primary screen, cell-based, HeLa CL3-4, BLA complementation, FRET ratio. Toll-like receptor 4 (Homo sapiens) + Myeloid differentiation primary response protein …. HeLa CL3-4 TLR4/MyD88 BLA complementation. 200,000 tested, 0.18% active. inhibition, % at 8.4 µM; in the data active means inhibition above about 25%;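 further: 0% = vehicle and 100% = reference inhibitor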
# Target sequence (O00206 whole entry, looked up): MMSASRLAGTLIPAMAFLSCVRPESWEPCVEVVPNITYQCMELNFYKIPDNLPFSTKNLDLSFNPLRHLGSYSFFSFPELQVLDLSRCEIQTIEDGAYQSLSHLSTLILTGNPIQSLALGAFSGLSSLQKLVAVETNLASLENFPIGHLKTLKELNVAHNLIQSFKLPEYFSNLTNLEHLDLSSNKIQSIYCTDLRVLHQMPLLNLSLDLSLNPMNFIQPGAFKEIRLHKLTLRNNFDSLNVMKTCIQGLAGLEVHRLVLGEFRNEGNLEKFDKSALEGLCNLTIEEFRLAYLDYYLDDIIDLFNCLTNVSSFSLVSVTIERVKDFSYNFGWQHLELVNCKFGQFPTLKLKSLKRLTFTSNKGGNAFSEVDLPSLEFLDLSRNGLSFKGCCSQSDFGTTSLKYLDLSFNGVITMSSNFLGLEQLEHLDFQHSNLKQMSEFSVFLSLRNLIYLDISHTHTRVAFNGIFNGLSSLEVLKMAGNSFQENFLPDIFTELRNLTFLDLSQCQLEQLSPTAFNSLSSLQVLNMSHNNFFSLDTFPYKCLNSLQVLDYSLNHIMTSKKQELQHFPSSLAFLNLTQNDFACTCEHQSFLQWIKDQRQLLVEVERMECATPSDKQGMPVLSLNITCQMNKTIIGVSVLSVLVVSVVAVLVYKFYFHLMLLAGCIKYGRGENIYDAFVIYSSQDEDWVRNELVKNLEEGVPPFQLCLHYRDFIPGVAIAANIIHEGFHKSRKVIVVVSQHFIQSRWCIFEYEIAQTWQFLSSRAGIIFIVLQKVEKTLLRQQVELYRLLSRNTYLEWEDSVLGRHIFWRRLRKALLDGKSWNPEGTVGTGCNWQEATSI
# Target sequence (Q99836 whole entry, looked up): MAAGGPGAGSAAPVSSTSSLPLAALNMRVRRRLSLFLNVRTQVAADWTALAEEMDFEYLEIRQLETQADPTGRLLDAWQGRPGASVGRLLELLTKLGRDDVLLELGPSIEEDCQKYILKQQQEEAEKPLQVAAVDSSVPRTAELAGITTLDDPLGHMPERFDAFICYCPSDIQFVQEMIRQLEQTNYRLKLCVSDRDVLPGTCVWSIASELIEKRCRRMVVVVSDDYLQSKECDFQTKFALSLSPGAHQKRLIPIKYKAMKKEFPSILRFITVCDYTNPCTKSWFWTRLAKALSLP
# STAT1 blocker: STAT1 signaling inhibitors, primary screen, cell-based, HTS, luciferase reporter. 200,000 tested, 0.35% active. AID 920, 2007. inhibition, % at 5.5 µM. NIH 3T3 STAT1-luciferase reporter, IFN-gamma, luminescence;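 active means inhibition above a set limit, the mean inhibition across all tested compounds plus 3 SD, cut at about 34% in these data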;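 further: 0% = IFN-gamma with DMSO and 100% = IFN-gamma with 300 µM nifuroxazide; values of inactives mirror those of a sister screen read the other way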
# Efa HMGR inh: inhibitors of E. faecalis class II HMGR, primary screen, biochemical, Enterococcus faecalis | HMG-CoA reductase (Enterococcus faecalis, mvaE) | purified E. faecalis HMGR, NADPH absorbance 340 nm kinetic | inhibition, % at 10 µM | 190,000 tested, 0.41% active | AID 1066, 2008;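 active means inhibition above a set limit, the median over all tested compounds plus 3 SD, cut at about 9.5% in these data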;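 further: enzyme runs in reverse so mevalonate oxidation gives rising NADPH absorbance; 0% = complete reaction with DMSO and 100% = background rate lacking mevalonate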
# STAT3 inh: IL-6 driven STAT3 reporter inhibitors, primary screen, U3A cells, luciferase, luminescence, MLSCN library. IL-6 STAT3-luciferase reporter; host cell line lacks STAT1. inhibition, % at 5.5 µM. 190,000 tested, 0.89% active. AID 862, 2007;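 active means inhibition above the mean inhibition across all screened compounds plus 3 SD, cut at about 44% in these data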;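 further: 0% = DMSO only wells and 100% = 100 µM nifuroxazide control wells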
# STAT1 act: STAT1 signaling activators, primary screen, cell-based, HTS, luciferase reporter; NIH 3T3 STAT1-luciferase reporter, IFN-gamma, luminescence; 100% = IFN-gamma alone, no compound; activation (% of control), % at 5.5 µM; 200,000 tested, 2.6% active; AID 932, 2007;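 active means activation above the screen-wide mean activation plus 3 SD, cut at about 130% in these data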;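 further: raw ratio to IFN-gamma control signal so 100% means no change and 0% no light; values of inactives mirror those of a sister screen read the other way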
# APP 5'UTR act: activators of APP 5'UTR luciferase reporter, primary screen, SH-SY5Y cells; SH-SY5Y APP 5'UTR luciferase reporter, luminescence; zero percent = DMSO vehicle wells; activation, % at 2 µM; 190,000 tested, 1% active;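 active means activation above a set limit, based on mean plus 3 SD of controls, cut at about 140% in these data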; further: values of inactives mirror those of a sister screen read the other way
# DTT redox prof: compounds producing H2O2 with reducing agent – biochemical, NIH compound library profiling, artefact control for MLSCN library redox annotation, primary screen. activation, % at 10 µM. DTT-dependent redox cycling H2O2, phenol red/HRP absorbance; 100% = 100 µM peroxide control, 0% = buffer. 200,000 tested, 0.03% active;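 active means activation of at least 50% relative to the plate's high and low controls in the primary single-dose screen; inactive means activation below 50%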;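 further: compound incubated with DTT at 0.8 mM final as the reducing agent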
# Hsp70 act: Hsp70 transcriptional activators, primary screen, cell-based, HeLa, Hsp70 promoter luciferase, luminescence, 10 µM; HeLa Hsp70 promoter luciferase reporter; scaled: vehicle 0, proteasome-inhibitor control 100%; activation, % at 10 µM; 200,000 tested, 0.04% active; AID 1203, 2008;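 active means activation above the mean across all tested compounds plus 3 SD, cutoff set per campaign, cut at about 5.5% in these data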;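 further: 100% = MG132 at 30 µM as the positive control and 0% = DMSO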
# STAT3 activator: IL-6 driven STAT3 reporter potentiators, primary screen, U3A cells, luciferase, luminescence, MLSCN library; IL-6 STAT3-luciferase reporter; 100% = signal with IL-6 EC80 alone; activation (% of control), % at 5.6 µM; 190,000 tested, 0.91% active; AID 871, 2007;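 active means activation above the screen-wide mean of compound activation plus 3 SD, cut at about 130% in these data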;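 further: 0% = background luminescence of wells with medium and substrate only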
#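 Material: STAT1-lacking human U3A cells, STAT3 luciferase reporter | Benchmarks: IL-6-only wells as 100% reference | Probe or stimulus: IL-6 (33 ng/mL) | Timing: Compound 1 h, then IL-6 6 h at 37 °C | Detection: Luminescence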
# NF-kB neuron act: activators of NF-kB expression in neurons, primary screen, cell-based, HTS. 190,000 tested, 1.6% active. AID 1239, 2008. human neuronal cells, NF-kB reporter expression; hits give high values. fold change at 12.5 µM; in the data active means fold change above about 3.3
# The depositor's hits bear a star; nt = no result given. Compounds were not picked by outcome; any-hit rate near 5.6%.
SMILES,TLR4-MyD88 BLA,STAT1 blocker,Efa HMGR inh,STAT3 inh,STAT1 act,APP 5'UTR act,DTT redox prof,Hsp70 act,STAT3 activator,NF-kB neuron act
O=C(COc1ccccc1O)c1cccs1,-4,-8,-5,11,108,31,0.1,0.4,94,1.1
CC1=CC(=O)C=C(C)C1=NOS(=O)(=O)c1ccccc1,2,9,-4,-2,91,-80,-1.3,0.5,103,4*
CCCCNc1oc(-c2cccs2)nc1S(=O)(=O)c1ccccc1,-6,4,-8,10,97,17,0.0,-0.5,96,1.2
Cc1cccc(S(=O)(=O)Nc2ccc(C)c3c2OC(C)(C)C3)c1,-8,9,2,12,95,-7,0.1,-0.4,90,0.91
Cc1sc2nc(CN3CCCC3)nc(N3CCC(C(N)=O)CC3)c2c1C,-12,3,-3,7,97,9,-0.8,0.0,96,0.82
O=C(COc1ccc(Cl)cc1)Nc1ccc(N2CCN(C(=O)c3ccco3)CC2)cc1,-5,15,-3,61*,87,-9,-3.5,-0.5,56,0.69
CCC(=O)/C=C1\Sc2ccccc2N1CC,1,-7,12*,21,106,1,0.4,-0.1,85,1.4
O=C(CN(Cc1cccs1)C(=O)CCC(=O)Nc1nccs1)NCc1ccccc1,-5,1,2,5,100,-3,0.9,0.1,104,0.94
Cn1c(=O)c2c(SCC(=O)NCc3ccco3)nc(CC(C)(C)C)nc2n(C)c1=O,-6,-1,-6,10,101,-5,-0.2,-0.2,99,0.7
Cc1cccc(NC(=S)NNC(=O)COc2ccc(Cl)cc2Cl)c1,-7,6,-9,30,94,-9,0.1,-0.4,77,0.84
O=C(NCCCn1ccnc1)C(=O)NCC1OCCN1S(=O)(=O)c1ccccc1 (configuration not stated),12,-6,-5,-1,104,-21,0.1,-0.4,102,1.4
O=C(NCCc1c[nH]c2ccccc12)C(=O)NCC1OCCN1S(=O)(=O)c1ccc(F)cc1 (configuration not stated),-8,-14,6,-2,112,17,-0.1,0.2,102,0.93

# Part of the list above with just Hsp70 act, Efa HMGR inh and STAT3 activator:
Molecule,Hsp70 act,Efa HMGR inh,STAT3 activator
CCC(=O)/C=C1\Sc2ccccc2N1CC,-0.1,12*,85
Cc1cccc(NC(=S)NNC(=O)COc2ccc(Cl)cc2Cl)c1,-0.4,-9,77
O=C(COc1ccccc1O)c1cccs1,0.4,-5,94

# Additional structures.
SMILES,TLR4-MyD88 BLA,STAT1 blocker,Efa HMGR inh,STAT3 inh,STAT1 act,APP 5'UTR act,DTT redox prof,Hsp70 act,STAT3 activator,NF-kB neuron act
CCOc1ccc(N(CC(=O)Nc2ccc3c(c2)OCCO3)S(=O)(=O)c2c(C)noc2C)cc1,-1,3,-6,7,98,16,-0.9,-0.1,102,0.73
CC(C)c1cc(C(=O)N2CCN(C(c3ccccc3)c3ccccc3)CC2)no1,-22,-5,-5,0,105,-1,0.3,-0.3,103,1.1
O=C(NN1CCN(Cc2ccccc2Cl)CC1)c1ccc(Br)cc1,-5,10,-1,28,90,3,-1.9,0.2,82,1.2
O=c1c(Cc2ccccc2)c(O)nc2n1CCCS2,2,0,-4,5,100,6,1.5,-0.1,99,0.99
COc1ccc(OC)c(-c2nc(CN(C)C(C)c3ccncn3)c(C)o2)c1 (configuration not stated),-4,-7,-6,1,107,-6,-10,-0.4,101,1.2
CCc1ccc(NC(=O)CSc2nnc(-c3ccccn3)n2C)cc1,-11,2,0,4,98,-6,-1.1,0.1,101,1
C=CCn1c(SCCCCCC)nc(O)cc1=O,-2,0,1,9,100,58,2.9,-0.4,95,1.1
CCOc1ccc(NC(=O)c2ccc(C#CC(C)(C)O)cc2)cc1,10,2,-1,20,103,0,1.6,-0.3,90,1.4
COC(CNc1cc(=O)oc2ccccc12)OC,-9,3,-4,2,97,-21,-0.1,0.0,102,1.2
O=C(CN1CCCc2ccccc21)NCCc1ccc(Cl)cc1,2,6,-3,-8,93,11,-0.7,-0.5,110,1.2
Clc1ccc(CN=C(Nc2ccccc2)NC2CCCCC2)cc1,0,12,-2,3,87,-12,-0.6,-0.3,102,0.7
CC(C)C(NC(=O)/C=C/c1ccc(F)cc1)C(C)C,-4,4,0,4,96,18,2.1,-0.1,97,1
CCN(CC)S(=O)(=O)c1ccc(C)c(NC(=O)c2cc(C)oc2C)c1,4,3,6,6,97,12,-0.5,-0.2,102,1
CC1=C(C(=O)OCCOc2ccccc2)C(c2ccsc2)NC(=O)N1C (configuration not stated),-26,8,2,3,94,-8,-0.6,-0.4,102,1.2
CCC(c1nnnn1CS(=O)(=O)c1ccc(C)cc1)N1CCN(c2nc3ccccc3s2)CC1 (configuration not stated),-1,-2,-8,35,102,1,3.5,-0.3,76,0.73
CC(C)COC(=O)CNc1n[nH]c(=S)[nH]c1=O,1,3,-2,-3,97,-1,-0.1,-0.4,108,1.1
Cc1c(CCO)c(=O)[nH]n1S(=O)(=O)c1ccccc1,-11,2,1,6,98,56,-2.1,0.4,98,1.3
Cc1ccc(CNC(=O)C2CC(=O)OC23CCCC3)c(C)c1 (configuration not stated),0,0,1,7,104,nt,1.1,0.8,96,0.98
COc1ccccc1OC1=NS(=O)(=O)c2ccccc21,-6,-5,1,2,105,-10,0.2,0.0,99,1.6
O=C(Oc1ccc2c3c(c(=O)oc2c1)CCCC3)c1cccs1,4,-4,-2,12,104,nt,-0.1,-0.6,90,1
COc1cccc(/C=C/C(=O)OCC(=O)Nc2ccc(S(=O)(=O)N3CCCC3)cc2)c1,1,3,-2,1,97,-4,-0.2,-0.2,99,1.1
COc1ccccc1C(=O)NNC1CC(=O)N(c2ccc3c(c2)OCCO3)C1=O (configuration not stated),-11,6,-2,1,95,16,-0.5,-0.5,100,1.1
Cc1ccc(S(=O)(=O)Nc2ccc(-c3csc(-c4ccccc4)n3)cc2)cc1,6,-2,-2,-2,101,12,0.1,-0.2,105,0.99
CCOC(=O)c1ccc(S(=O)(=O)NNC(=O)c2cccc(N(C)C)c2)cc1,-10,-3,3,-2,100,6,-0.5,-0.2,103,1
Cc1ccc(C(C(=O)NC2CCCCC2)N(Cc2ccco2)C(=O)C2COc3ccccc3O2)o1 (configuration not stated),13,-6,-2,-1,105,11,0.1,-0.2,98,0.69
O=C(NNC(=S)NC1CCCCC1)c1cccc(S(=O)(=O)Nc2ccccc2Cl)c1,-11,2,0,-6,98,17,-0.2,-0.2,103,0.89
COc1ccc(N2CCN(C(c3cc(OC)ccc3OC)c3nnnn3Cc3ccco3)CC2)cc1 (configuration not stated),12,7,0,-7,95,-2,-2.0,-0.1,112,0.83
O=C(CSc1ccc2nnc(-c3ccc(F)cc3)n2n1)NCC1CCCO1 (configuration not stated),1,3,-5,3,97,7,1.3,-0.1,100,0.88
COc1ccc(C(=O)CSc2nnc(CC(=O)Nc3ccccc3OC)n2C)cc1,-20,-1,0,10,99,-6,0.1,0.0,98,0.98
Cc1ccccc1C(=O)NNC(=O)C(=O)Nc1cccc(Cl)c1C,7,-2,1,30,102,11,1.1,0.6,84,1.2
COC(=O)c1ccc(OC(=O)C23CCC(C)(C(=O)O2)C3(C)C)cc1 (configuration not stated),1,7,-7,10,92,-7,0.2,-0.2,97,1
CC(C)(C)C1CCc2[nH]nc(C(=O)O)c2C1 (configuration not stated),-11,-4,-6,-2,104,-7,1.2,-0.1,105,0.87
Cc1nc2sc3c(c2c(=O)[nH]1)CCC3,10,-7,2,9,107,-10,-0.8,0.1,98,1.2
CCOC(=O)C1C(=O)OC2(CCOC(C)(C)C2)C1C(=O)OCC (configuration not stated),3,-12,-7,9,110,-13,0.0,-0.6,96,1.2
CN(C)C(CNC(=O)c1ccc(S(=O)(=O)NCc2ccco2)cc1)c1ccccc1 (configuration not stated),10,-1,-1,-6,101,10,-0.1,-0.3,107,0.92
COc1ccc(N2CCN(CCCNC(=O)Nc3ccccc3)CC2)cc1,-17,0,0,-6,100,5,0.2,0.1,107,1
O=C(COC(=O)c1cc(=O)[nH]c2ccccc12)NC1CCCCCCC1,0,-1,1,2,99,-14,0.0,-0.2,100,1
CCC(C)n1c(-c2cc(OC)c(OC)c(OC)c2)nc2nc3ccccc3nc21 (configuration not stated),1,7,0,11,93,3,-1.5,-0.3,98,0.6
Cc1ccc(N2C(=O)C(Cl)=C(N3CCN(C)CC3)C2=O)c(C)c1,-1,0,-1,1,98,11,0.7,0.0,102,1.1
CC1CCN(C(=O)CN(c2ccccc2)S(=O)(=O)N(C)C)CC1,-8,9,-6,16,92,-11,-0.8,-0.1,93,1.6
Cc1c(C(=O)Nc2ccncc2)sc2nc(-c3ccc(F)cc3)cn12,7,-4,-6,19,105,41,0.3,-0.4,85,0.88
O=C(Cc1ccc(F)cc1)N1CCN=C1SCc1cccc([N+](=O)[O-])c1,0,5,1,11,94,-3,1.4,-0.3,95,1
CCNc1nc(N)c(C(=O)c2ccc(Cl)s2)s1,-9,-49,-3,15,144*,58,-3.3,0.5,90,3.7*
NC(=O)CC[C@@H]1NC(=O)C(Cc2ccc(O)cc2)NC(=O)c2cc([N+](=O)[O-])cc(F)c2NCCC[C@@H](C(N)=O)NC1=O (some centres not stated),1,5,-9,-2,96,-9,-0.2,-0.1,99,1.5
CC(C)C(c1nnnn1C1CCCCC1)N1CCc2ccccc21 (configuration not stated),-3,5,-2,-5,95,-1,-0.9,-0.1,106,1.1
Cc1nc2ccc(NC(=O)Cc3cccs3)cc2s1,15,-36,0,-11,136*,63,-1.4,-0.2,113,2.5
COC(=O)NNC(=O)c1ccc(C(C)(C)C)cc1,3,6,-2,8,94,4,-0.1,0.8,94,1.4
COc1ccc(-n2c(SCC(=O)NNC(=O)c3ccccc3C)nnc2-c2ccncc2)cc1,1,0,-4,-6,100,3,0.1,-0.3,105,1
Cc1cc(NCc2ccccn2)ccc1Br,16,-27,-4,7,125,48,2.3,0.0,95,2
CC(C)Cn1c(-c2csc(C(C)C)c2)n[nH]c1=S,-15,-3,-6,2,101,5,-1.6,-0.3,101,1.4
COCCN1C(=O)/C(=C/c2ccc(N3CCCC3)cc2C)SC1=S,0,-1,-8,-9,99,15,0.6,-0.3,112,1.4
CC(=O)c1cccc(NC(=O)Cn2nc(-c3ccccc3Cl)ccc2=O)c1,5,6,-2,13,94,-10,-2.3,0.0,92,0.71
